NR3A LBD binder: modulates the human NR3A ligand-binding domain; NR3A LBD differential scanning fluorimetry, Tm shift; 0% = protein alone, 100% = glycine-bound protein; Tm shift relative to glycine control, % at 25 µM; 2.5% of 340,000 active;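 active = melting temperature shift of at least 10% of the positive control shift, at one fixed dose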
hIAP act: human IAP activation. purified human IAP, CDP-Star luminescence, 30 min; stronger effect = higher value; 1 = vehicle-only enzyme, 0 = enzyme-free background. activation factor at 10 µM. 0.16% of 330,000 active. AID 2524;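 active = activation factor of the enzyme at least 2-fold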; also: the source names both 10 and 20 µM as test concentration; values of inactives mirror those of a sister screen read the other way
Target sequence (P09923 whole entry, looked up): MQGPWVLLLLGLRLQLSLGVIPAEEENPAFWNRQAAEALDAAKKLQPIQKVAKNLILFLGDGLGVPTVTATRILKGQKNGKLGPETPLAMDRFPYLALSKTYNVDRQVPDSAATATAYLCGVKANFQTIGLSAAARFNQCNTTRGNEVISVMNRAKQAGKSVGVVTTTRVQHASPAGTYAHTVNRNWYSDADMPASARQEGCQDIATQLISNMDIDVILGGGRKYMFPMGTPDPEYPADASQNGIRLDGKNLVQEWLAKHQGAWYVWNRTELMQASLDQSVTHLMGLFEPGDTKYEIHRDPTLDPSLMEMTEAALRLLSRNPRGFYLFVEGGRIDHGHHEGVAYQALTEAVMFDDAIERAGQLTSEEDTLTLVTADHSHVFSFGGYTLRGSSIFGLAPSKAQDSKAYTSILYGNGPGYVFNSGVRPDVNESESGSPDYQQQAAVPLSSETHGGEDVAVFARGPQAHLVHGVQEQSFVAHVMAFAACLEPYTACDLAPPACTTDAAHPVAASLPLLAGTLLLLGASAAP
mIAP act: mouse IAP activation. muIAP, CDP-Star luminescence, 30 min; stronger effect = higher value; 1 = vehicle-only enzyme signal, 0 = enzyme-free wells. activation factor at 10 µM. 0.24% of 330,000 active. AID 2805;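 active = activation factor of at least 2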; also: the source names both 10 and 20 µM as test concentration; values of inactives mirror those of a sister screen read the other way
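also added = chemiluminescent substrate CDP-Star | test system = mouse IAP enzyme | signal = chemiluminescence readout | compound = DMSO-dissolved test compounds | incubation = 30 min at room temperature | benchmarks = DMSO wells, no-enzyme wells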
A3A deaminase: inhibitors of human APOBEC3A DNA deaminase | P31941 | recombinant A3A, FAM/TAMRA ssDNA deamination fluorescence | inhibition, % at 20 µM | 0.41% of 330,000 active | AID 493011;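 active = at least 40% inhibition at 20 µM here, with at most 30% in a related deaminase screen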;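 also: plate controls were A3A with DMSO for no effect and wells lacking A3A enzyme for full effect; some results filed as inactive read as strong as hits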
MPTP block: permeability transition pore inhibition; isolated mouse mitochondria, Ca2+ swelling absorbance, 30 min; inhibition, % at 10 µM; 1.4% of 360,000 active; AID 602449;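 active = inhibition of 50% or more, scaled per plate between neutral and stimulator controls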;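 also: 0% = DMSO wells given calcium and 100% = 1 mM EGTA wells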
hIAP inh: blocks human intestinal alkaline phosphatase; P09923; purified IAP, CDP-Star luminescence, 30 min; inhibition, % at 10 µM; 0.12% of 330,000 active; AID 2544;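 active = inhibition reaching a set limit with compound at 10 µM in the primary screen, cut at about 35% in these data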;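 also: plate controls were DMSO wells with enzyme for no effect and no-enzyme buffer wells for full effect; values of inactives mirror those of a sister screen read the other way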
APOBEC3G inh: inhibitors of human APOBEC3G DNA deaminase; 0.28% of 330,000 active; AID 493012; inhibition, % at 20 µM; Q9HC16; recombinant A3G, ssDNA deamination FAM/TAMRA fluorescence;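 active = inhibition of at least 40% at 20 µM, with no more than 30% in the related APOBEC3A deaminase screen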;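 also: plate controls were DMSO wells with A3G for no effect and wells lacking A3G enzyme for full effect; some compounds called inactive have numbers as strong as hits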
Target sequence (Q9HC16 whole entry, looked up): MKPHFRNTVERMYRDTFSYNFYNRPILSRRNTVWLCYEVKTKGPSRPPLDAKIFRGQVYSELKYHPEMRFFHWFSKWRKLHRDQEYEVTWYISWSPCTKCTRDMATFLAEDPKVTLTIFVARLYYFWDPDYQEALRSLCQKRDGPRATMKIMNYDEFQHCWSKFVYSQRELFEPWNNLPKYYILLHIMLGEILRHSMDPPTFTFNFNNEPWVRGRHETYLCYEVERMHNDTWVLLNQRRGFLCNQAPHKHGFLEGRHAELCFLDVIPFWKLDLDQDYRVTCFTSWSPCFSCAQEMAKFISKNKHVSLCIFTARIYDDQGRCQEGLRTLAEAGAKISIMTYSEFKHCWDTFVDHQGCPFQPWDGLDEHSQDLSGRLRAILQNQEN
beta cell repl: induces beta-cell replication in MIN6 cells; proliferation, % at 10 µM; MIN6 cells proliferation, ATPlite luminescence, 48 h; cells starved in 0.2% serum; 100% = growth in 10% serum; 0.29% of 330,000 active;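 active = compounds whose signal lies at least 3.5 SD above the mean of all wells on their plate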;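 also: 0% = DMSO-treated cells in low-serum medium and 100% = 10% serum control; some compounds called inactive have numbers as strong as hits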
mIAP block: mouse IAP inhibition. inhibition, % at 10 µM. purified mouse IAP, CDP-Star luminescence, 30 min. 0.2% of 330,000 active;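 active = inhibition of at least 40% at 10 µM in the primary screen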;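 also: plate controls were DMSO with enzyme for no effect and no enzyme wells for full effect; values of inactives mirror those of a sister screen read the other way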
An asterisk follows results filed as active.

SMILES	NR3A LBD binder	hIAP act	mIAP act	A3A deaminase	MPTP block	hIAP inh	APOBEC3G inh	beta cell repl	mIAP block
O=C(COc1ccc(-c2ccccc2)cc1)Nc1cccnc1	-6	0.97	1	-6	87*	3	-6	-8	-3
Cc1ccc(NC(=O)CSc2ccc(-c3cccnc3)nn2)cc1	-1	0.92	1.1	-2	-0.7	8	-8	-1	-5
C[C@H](NC(N)=O)C(=O)Nc1ccc2c(c1)OCO2	-1	0.83	0.97	-1	0.1	17	-6	-4	3
O=C(C1CCCN(S(=O)(=O)c2cccc3cccnc23)C1)N1CCN(c2ccc(F)cc2)CC1 (stereo unspecified)	0	0.87	0.9	1	0.0	13	-1	-2	10
O=C(CSc1nnc(Nc2ccccc2)s1)Nc1cccnc1Cl	3	1.1	1	0	0.0	-9	-1	-4	-2
Cc1ccc(N(CC(=O)NCc2ccccc2)C(=O)c2csnn2)c(C)c1	-1	0.94	1.1	-2	-0.7	6	-10	-2	-8
Cc1nc(C)c(-c2ccc(SCc3cccc(F)c3)nn2)s1	3	1.1	0.91	-3	-1.4	-12	-4	2	9
CCOc1ccc(/C=C/C(=O)C(C(N)=O)=C2SCCS2)cc1	-16	1	0.98	2	1.4	-2	-1	0	2
O=C(c1cc2c(s1)-c1ccccc1S(=O)(=O)C2)N1CCCC1	1	1.1	1.2	-4	1.6	-10	-6	-1	-17
COc1ccc(Cl)cc1N1CC(C(=O)Nc2nccs2)CC1=O (stereo unspecified)	1	1.1	0.99	-4	-1.2	-13	-3	0	1
c1ccc(-c2nc3nonc3nc2-c2ccccc2)cc1	2	0.94	0.95	-2	1.1	6	-5	-6	5
CN1CCN(CCCNC(=O)c2ccc(/C=C3\Oc4ccccc4N(Cc4ccccc4F)C3=O)cc2)CC1	1	1.2	1	-4	-0.4	-20	-3	-7	-3
CC(C)CC1Nc2ncnc(N3CCCCC3)c2N(Cc2ccc(Br)cc2)C1=O (stereo unspecified)	-3	0.91	1.1	-3	0.5	9	-3	-8	-6
CCOC(=O)CN(C(=O)c1ccccc1[N+](=O)[O-])C(C)(C)C	1	0.81	0.95	0	0.1	19	-5	2	5
CCCOc1ccc2nc(C)c(CCC)c(SC(=N)N)c2c1	3	1.2	0.91	-1	2.7	-22	2	-2	9
COc1ccc(CNC(=O)COC(=O)c2ccc(C)c(S(=O)(=O)N3CCOCC3)c2)cc1OC	3	1.1	0.95	1	0.8	-10	-3	0	5
Cc1c(C(=O)N2CCc3ccccc3C2)oc2ccc(Br)cc12	-1	1.2	0.96	-2	0.0	-16	-7	-4	4
COc1ccc2c(c1)nc(SCC(=O)c1cccs1)n2C	0	0.81	0.92	-2	-0.2	20	-7	-1	8
Cc1ccccc1CNC(=O)CCn1nc(C)c2c(C)n(-c3ccccc3)nc2c1=O	-1	1.4	0.96	-4	-0.8	-42	-6	-1	4
O=C(NCc1cccc(Br)c1)C1CC2Cn3c(nc4ccccc43)C2N1Cc1ccccc1 (stereo unspecified)	-1	1	1.2	-2	-0.9	-1	5	-6	-16

Reformatted: entries from further up
Values run as follows: NR3A LBD binder, hIAP act, mIAP act, A3A deaminase, MPTP block, hIAP inh, APOBEC3G inh, beta cell repl, mIAP block
- C[C@H](NC(N)=O)C(=O)Nc1ccc2c(c1)OCO2
  -1, 0.83, 0.97, -1, 0.1, 17, -6, -4, 3
- O=C(C1CCCN(S(=O)(=O)c2cccc3cccnc23)C1)N1CCN(c2ccc(F)cc2)CC1 (stereo unspecified)
  0, 0.87, 0.9, 1, 0.0, 13, -1, -2, 10
- O=C(CSc1nnc(Nc2ccccc2)s1)Nc1cccnc1Cl
  3, 1.1, 1, 0, 0.0, -9, -1, -4, -2
- Cc1ccc(N(CC(=O)NCc2ccccc2)C(=O)c2csnn2)c(C)c1
  -1, 0.94, 1.1, -2, -0.7, 6, -10, -2, -8
- Cc1nc(C)c(-c2ccc(SCc3cccc(F)c3)nn2)s1
  3, 1.1, 0.91, -3, -1.4, -12, -4, 2, 9
- CCOc1ccc(/C=C/C(=O)C(C(N)=O)=C2SCCS2)cc1
  -16, 1, 0.98, 2, 1.4, -2, -1, 0, 2
- O=C(c1cc2c(s1)-c1ccccc1S(=O)(=O)C2)N1CCCC1
  1, 1.1, 1.2, -4, 1.6, -10, -6, -1, -17
- COc1ccc(Cl)cc1N1CC(C(=O)Nc2nccs2)CC1=O (stereo unspecified)
  1, 1.1, 0.99, -4, -1.2, -13, -3, 0, 1
- c1ccc(-c2nc3nonc3nc2-c2ccccc2)cc1
  2, 0.94, 0.95, -2, 1.1, 6, -5, -6, 5
- CN1CCN(CCCNC(=O)c2ccc(/C=C3\Oc4ccccc4N(Cc4ccccc4F)C3=O)cc2)CC1
  1, 1.2, 1, -4, -0.4, -20, -3, -7, -3
- CC(C)CC1Nc2ncnc(N3CCCCC3)c2N(Cc2ccc(Br)cc2)C1=O (stereo unspecified)
  -3, 0.91, 1.1, -3, 0.5, 9, -3, -8, -6
- CCOC(=O)CN(C(=O)c1ccccc1[N+](=O)[O-])C(C)(C)C
  1, 0.81, 0.95, 0, 0.1, 19, -5, 2, 5
- CCCOc1ccc2nc(C)c(CCC)c(SC(=N)N)c2c1
  3, 1.2, 0.91, -1, 2.7, -22, 2, -2, 9
- COc1ccc(CNC(=O)COC(=O)c2ccc(C)c(S(=O)(=O)N3CCOCC3)c2)cc1OC
  3, 1.1, 0.95, 1, 0.8, -10, -3, 0, 5
- Cc1c(C(=O)N2CCc3ccccc3C2)oc2ccc(Br)cc12
  -1, 1.2, 0.96, -2, 0.0, -16, -7, -4, 4
- COc1ccc2c(c1)nc(SCC(=O)c1cccs1)n2C
  0, 0.81, 0.92, -2, -0.2, 20, -7, -1, 8

Following part
SMILES	NR3A LBD binder	hIAP act	mIAP act	A3A deaminase	MPTP block	hIAP inh	APOBEC3G inh	beta cell repl	mIAP block
CCOC(=O)N1CCN(S(=O)(=O)c2ccc(C(=O)N(CCCN(C)C)c3nc4c(C)c(C)ccc4s3)cc2)CC1	0	0.99	0.92	-1	75*	1	-8	-6	8
O=C(Oc1cccnc1)c1ccc([N+](=O)[O-])cc1	0	0.95	1	1	0.1	4	1	-1	-3
N#CC(C#N)=Cc1cc2ccccc2nc1N1CCCCC1	-4	1.8	0.98	-1	-0.3	-83	-7	0	2
O=C(CN1CCC(NC(=O)Cc2ccccc2)CC1)Nc1cccc2ccccc12	0	0.88	1.1	-2	-0.7	12	9	-1	-7
Cc1cc(C)nc(SC2CC(=O)N(c3ccc(C)c(C)c3)C2=O)n1 (stereo unspecified)	-1	1.1	0.91	-8	0.6	-11	-7	-3	9
COc1ccc(-c2csc3ncn(Cc4ccccc4)c(=O)c23)cc1	1	1.2	0.85	-3	1.4	-22	-10	-2	15
O=C(NCCCN1CCOCC1)C(=O)NCC1OCCN1S(=O)(=O)c1ccc(Br)cc1 (stereo unspecified)	3	1.1	0.92	-4	1.0	-13	-7	-1	8
COc1cc(SC)ccc1C(=O)NNC(=O)C1COc2ccccc2O1 (stereo unspecified)	1	1.2	0.96	-1	1.7	-25	-3	4	4
Cc1noc(C)c1COC(=O)[C@H](C)NS(=O)(=O)c1ccc(Cl)c(Cl)c1	-2	1.2	1	2	-3.3	-16	1	0	-4
COC(=O)c1ccc(NC(=S)NCCCN2CCCC2=O)cc1	-2	1.2	1	-14	1.2	-22	-7	-1	-3
COc1cccc(-n2nnc3c(=O)n(CC(=O)Nc4ccc(C)cc4)cnc32)c1	2	0.82	0.9	-5	0.3	18	-7	-1	10
CCc1ccc(NC(=O)NNC(=O)CCc2ccccc2)cc1	0	1.1	1.1	0	-0.4	-10	-7	-2	-5
O=C(CCC(=O)OCC(F)(F)C(F)F)Nc1ccc(F)cc1F	-1	0.9	1	3	-0.8	10	-3	0	-4
Cc1cccc2c1-c1sc(C(=O)N3CCc4ccccc4C3)cc1CO2	-1	0.89	0.88	1	6.4	11	1	-6	12
Cc1csc2ncc(C(=O)NCc3ccccc3Cl)c(=O)n12	0	1.1	0.84	3	-2.0	-8	5	-1	16
Cc1ccc2nc(SC(C)C(=O)N3CCCC3)[nH]c2c1 (stereo unspecified)	1	1.1	1	-5	0.4	-6	-10	-1	-4
Cc1ccc(-c2nnn(CC(=O)N(c3ccccc3)C(C(=O)NC3CCCC3)c3ccco3)n2)o1 (stereo unspecified)	0	0.91	1.1	2	1.9	9	2	-1	-9
C=CCn1c(COc2ccc(Cl)cc2)nnc1SCC(=O)N1CC(=O)Nc2ccccc21	3	0.81	1.1	-2	2.9	19	-6	-1	-10
CCc1ccc(CN(C)C(C)C(=O)Nc2ccc(S(=O)(=O)N3CCCC3)cc2)cc1 (stereo unspecified)	-1	1.1	1.1	5	0.2	-10	-4	-6	-14
COc1ccc([C@@H]2C[C@@H](c3ccccc3)Oc3cc(C)cc(C)c32)cc1	2	0.83	0.9	0	0.4	17	-1	-7	10
CCCCOCC(O)CCc1n[nH]c(=S)n1-c1ccccc1 (stereo unspecified)	-1	1	1.2	-6	1.0	-4	6	-3	-16
CCOc1ccc(S(=O)(=O)NCc2cccnc2)cc1	-2	0.87	1.1	2	-1.9	13	2	-3	-11
Cc1ccc(OCC(=O)Nc2ccc(N3CCOCC3)cc2)c([N+](=O)[O-])n1	0	1.1	0.98	-1	1.2	-7	-8	2	2
CC(C)N(Cc1nc(-c2ccccc2)no1)C(=O)CCCN1C(=O)c2ccccc2C1=O	1	1.1	0.99	-1	-0.8	-9	-6	-2	1
Cc1c(NC(=O)C(C)Oc2ncnc3ccccc23)c(=O)n(-c2ccccc2)n1C (stereo unspecified)	-1	0.92	0.96	1	-0.7	8	-5	-1	4
O=C1C=C(c2ccc(Cl)c(C(F)(F)F)c2)C[C@@H](c2ccc3c(c2)OCO3)C1	4	1.1	0.96	-1	3.6	-15	-9	-6	4
Cc1cc2c(NC3CCCCC3)ncnc2s1	-1	1.2	1.1	0	1.3	-21	-1	-3	-6
CC1(C)C(CO)=CC(=O)C2=C1SCC(=O)N2	-2	1.1	1.1	0	-1.4	-12	6	5	-5

Screening data as filed in PubChem.
